From PubChem
TDP1 block = blocks human tyrosyl-DNA phosphodiesterase 1; Q9NUW8; recombinant TDP1, AlphaScreen DNA substrate cleavage; Potency, µM (titrated, usually from 130 µM), for inactives: at the highest dose activity change, negative = inhibition, usual class: inhibitors; 0.28% of 350,000 active; also: nearly all actives have a fitted effect of over 40% in size
Target sequence (Q9NUW8 whole entry, looked up): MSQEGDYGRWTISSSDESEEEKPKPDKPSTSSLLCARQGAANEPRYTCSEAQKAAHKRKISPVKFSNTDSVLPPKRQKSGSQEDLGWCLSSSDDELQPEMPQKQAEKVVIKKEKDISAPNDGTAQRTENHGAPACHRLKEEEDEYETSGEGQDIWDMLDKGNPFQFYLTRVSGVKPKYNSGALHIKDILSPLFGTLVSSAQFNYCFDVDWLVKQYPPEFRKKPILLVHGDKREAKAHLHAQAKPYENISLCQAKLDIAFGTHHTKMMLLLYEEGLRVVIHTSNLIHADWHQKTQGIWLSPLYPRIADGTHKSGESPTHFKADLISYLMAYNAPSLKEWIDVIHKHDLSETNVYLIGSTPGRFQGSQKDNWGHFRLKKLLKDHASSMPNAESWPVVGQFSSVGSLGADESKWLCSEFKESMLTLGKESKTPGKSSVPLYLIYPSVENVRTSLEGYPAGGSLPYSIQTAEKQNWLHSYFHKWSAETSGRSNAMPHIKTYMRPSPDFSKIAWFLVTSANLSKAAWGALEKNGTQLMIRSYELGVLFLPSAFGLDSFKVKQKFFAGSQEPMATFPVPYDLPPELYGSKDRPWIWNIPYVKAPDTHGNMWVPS
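Compounds were preincubated with Tdp1 (1 nM final) for 15 min at room temperature before substrate (15 nM final) started a 5 min reaction; beads (10 ug/ml final) were then added for 10 min before AlphaScreen detection.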
TDP1 cell CPT = DT40-hTDP1 cell growth loss with CPT | Potency, µM (titrated, usually from 46.2 µM), without a hit: at the top dose activity change, negative = growth inhibition, actives largely listed as inhibitors | 12% of 420,000 active | chicken DT40 Tdp1-/-;hTDP1 cells + 20 nM CPT, ATP luminescence, 48 h; also: nearly all actives have a fitted effect of over 55% in size
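Chicken DT40 Tdp1-/- cells stably complemented with human TDP1 were seeded at 400 cells/well in medium containing 20 nM camptothecin, exposed to pin-transferred compounds, and grown at 37 °C for at least 48 hr. Viability was read as ATP luminescence.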
TDP1 cell noCPT = qHTS for Inhibitors of human tyrosyl-DNA phosphodiesterase 1 (TDP1): qHTS in cells in absence of CPT; DT40 Tdp1-/- hTDP1 cells, no CPT, ATP luminescence, 48 h; Potency, µM (series often up to 46.2 µM), without a hit: top-dose activity change, negative = growth inhibition, actives largely listed as inhibitors; 15% of 420,000 active; AID 686978, 2013; also: nearly all actives have a fitted effect of over 55% in size
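Stably hTDP1-transfected Tdp1-null chicken DT40 cells were treated with library compounds minus camptothecin and grown for at least 48 hr at 37 °C, after which cellular ATP was quantified by luminescence.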
An asterisk follows results filed as active; ? = inconclusive; / = no result given; & = joins results of further samples; [ ] = remark or other dose. Calls follow the shape of the dose curve; as a rule, active = well fitted curve in the direction sought with a large enough effect; inconclusive = small, poorly fitted or top-dose-only effect, or another doubt; inactive = no such curve, though single readings can be large; an effect the other way counts as inactive or inconclusive. % is scaled to controls: 0 for no effect and ±100 for the full control effect; potency is read from the fitted curve at half-maximal effect. Rows were taken by chance; 18% or so of the library scored in one or more.

SMILES	TDP1 block	TDP1 cell CPT	TDP1 cell noCPT
S=C(c1ccc(OCc2ccccc2)cc1)N1CCCC1	2.8%	18.4µM*	?
COc1ccc(CCNC(=O)c2ccc(OCc3c(C)noc3C)c(OC)c2)cc1	0.2%	14.2%	-4.0%
NC(N)=Nc1ccc(Cl)cc1	10.7%[56.1 µM]	?	?
O=C(NCc1cccc(F)c1)c1ccc2nc(N3CCCCC3)sc2c1	3.9%	?	-29.2%
CC1(C)C(=O)Nc2ccccc2N1C(=O)COC(=O)Cc1c(F)cccc1Cl	?	7.9%	6.2%
Cc1noc(C)c1C(=O)OCC(=O)NCc1ccccc1	-0.6%	8.2%	-22.3%
O=C(Nc1ccc(Oc2ccccc2)cc1)C1CCN(S(=O)(=O)c2ccccc2)CC1	/	?	9.2µM*
Cc1ccc(S(=O)(=O)N2CCCCC2)cc1NC(=O)COC(=O)CNC(=O)c1cc(Cl)cc([N+](=O)[O-])c1	5.1%	-19.1%	-3.9%
COCCN(CCOC)S(=O)(=O)c1ccc(C(=O)Nc2nnc(CSC)o2)cc1	-1.3%	-6.1%	21.0%
CC(C)C1OC(CCc2ccccc2)Cc2[nH][nH]c(=O)c21 (stereo not given)	/	-23.1%	23.1µM*
CCn1c(SCC(=O)O)nnc1-c1ccc2[nH]c(C)c(C)c2c1	6.3%	-6.3%	-15.6%
CC(C)(C)c1ccc(-c2nc(-c3ccncc3)no2)cc1	-8.0%[56.1 µM]	?	16.4µM*
CCCNC(=O)C1(C)CCCN(C(=O)c2ccc(C)c(F)c2)C1 (stereo not given)	/	-18.8%	-20.5%
CCN(CCNC(=O)c1ccc(CSc2nc3ccncc3[nH]2)cc1)c1ccccc1	0.0%	-1.4%	-9.5%
CC1CCC2(CC1)NC(=O)N(CC(=O)Nc1cccc(C#N)c1)C2=O (stereo not given)	2.4%	-16.9%	2.4%
O=C1C=CC(=O)N1Cc1ccccc1	/	1.03µM*	2.31µM*
CC(=O)c1ccc(NC(=O)COc2ccccc2-c2nc(-c3ccccc3)no2)cc1	2.9%	4.3%	-10.5%
COC(=O)c1c(NC(=O)c2ccco2)sc(C(=O)N2CCCC2)c1C	0.0%	-8.4%	-25.9%
CCCCn1c(/N=C/c2ccc(N(C)C)cc2)nc2ccccc21	4.9%	-24.2%	-12.3%
CC(=O)Nc1cccc(Oc2cc(C#N)c(C#N)cc2N2CCCCCC2)c1	4.4%	?	?
O=C(Nc1ccc(OC(F)(F)F)cc1)c1cnc2n(c1=O)CCS2	4.1%	-2.2%	?
COc1ccc(NC(=O)c2c(N)c(C(=O)c3ccc(OC)cc3)n3ccccc23)cc1	0.0%	-22.7%	?
COc1cc(NC(=O)c2cccs2)c(C(=O)OCC(=O)NCc2ccco2)cc1OC	/	-21.3%	?
O=C(CSc1nc(-c2ccc(F)cc2)cc(C(F)(F)F)n1)NCc1ccccc1	-2.1%	-27.2%	-29.8%
COc1ccc(CCNC(=O)C(=O)Nc2ccc(C)c(C)c2)cc1OC	9.3%	-15.6%	-23.9%
COc1cc(OC)c(NC(=O)c2cc(S(=O)(=O)N3CCOCC3)cn2C)cc1Cl	/	-7.6%	-26.3%
CCOC(=O)C1CCCN(C2=NC(=O)/C(=C/c3ccc(OC)c(OC)c3)S2)C1 (stereo not given)	/	?	9.2µM*
C=C(C)Cn1c(=O)c2c(nc3n2CCCN3CCc2ccccc2)n(C)c1=O	4.0%	?	13µM*
Cc1ccc(NC(=O)c2cc(-c3ccccc3)nn2-c2ccccc2)c(Br)c1	0.0%	14.6µM*	?
CCCN(CCC)CCNC(=O)c1cc2c(=O)oc3ccc(C)cc3c2s1	0.0%	?	?
COc1cc(OC)cc(C(=O)NNC(=O)CCOc2ccccc2OC)c1	0.3%	12.8%	17.1%
CCn1nc(C)c(CN2CCCC(CO)(Cc3ccccc3)C2)c1C (stereo not given)	2.7%	-20.0%	?
COc1cc(OC)cc(C(=O)NNC(=O)CCC2CCCC2)c1	1.6%	-3.5%	-11.7%
Cc1ccccc1NC(=O)c1ccccc1NS(=O)(=O)c1cccc2cccnc12	5.7%	6.9%	3.7%
Cc1ccc(S(=O)(=O)N(Cc2cccc(C(F)(F)F)c2)C(=O)N2CCN(C)CC2)cc1	-4.6%	4.8%	-1.1%
CCOc1ccc(NC(=O)CCC(=O)N2CC(C)Oc3ccc(C)cc32)cc1 (stereo not given)	5.7%	25.9µM*	?
CCOC(=O)c1cn[nH]c1C(F)(F)F	1.4%	10.0%	-7.1%
O=C(c1ccc(F)c(S(=O)(=O)N2CCOCC2)c1)N1CCN(c2ncccn2)CC1	-0.2%[56.1 µM]	-5.7%	-8.9%
CCOC(=O)Cc1csc(NC(=O)CSc2nc(N)c3c(C)c(C)sc3n2)n1	3.8%	?	?
COc1ccc(Cl)cc1NC(=O)C/C(C)=N/NC(=O)COc1ccc(C)cc1	/	-26.9%	-12.5%
C=CCNC(=O)c1c2c(nc3ccccc13)-c1ccccc1CC2	4.4%	-21.2%	-23.8%
CC(=O)Nc1ccc(S(=O)(=O)N(Cc2ccccc2)Cc2ccccc2)cc1	5.7%[2.28 µM]	?	16.4µM*
Cc1ccc(C)c(S(=O)(=O)N2CCN(CC(=O)Nc3cc(C)on3)CC2)c1	3.0%	-27.2%	-11.6%
COc1cccc(CNC(=O)[C@H](CC(C)C)NC(=O)N2CCn3c2nc2ccccc23)c1	1.5%	?	?
COC(=O)c1cccc(C23CC4(C2)[C@H](CN(Cc2ccc(-c5ccccc5)cc2)[C@@H]4c2ccccc2)C3c2ccc(Cl)nc2)c1 (stereo not given in full)	7.5%&2.4%	?	?
CC(C)c1nnc(SCC(=O)NCc2ccc3c(c2)OCO3)n1C	0.0%	-10.4%	-5.3%
CCOC(=O)c1nc2sc(C)c(C)c2c(=O)[nH]1	4.0%	-14.6%	-9.2%
CC(C)n1c(N2CCN(C(=O)N3CCCCC3)CC2)nc2ccccc21	0.0%	13µM*	?
COCCN1C=C2C(=O)C(C)(OC(=O)CCC(=O)OC)C(=O)C=C2C=C1C1CC1 (stereo not given)	5.8%[21 µM]	-8.6%	-15.6%
Cc1c(/C=N/O)sc2ccccc12	-3.1%	7.4%	-0.6%

Quoted from the listing:
Result of COc1cccc(CNC(=O)[C@H](CC(C)C)NC(=O)N2CCn3c2nc2ccccc23)c1 under TDP1 block: 1.5%
Result of CC(C)c1nnc(SCC(=O)NCc2ccc3c(c2)OCO3)n1C under TDP1 cell noCPT: -5.3%

Carrying on.
SMILES	TDP1 block	TDP1 cell CPT	TDP1 cell noCPT
CCCOc1ccc(C2=CSC3=NCCN23)cc1	/	0.2%	-16.3%
COc1ccc(NC(=S)N(CCc2c(C)[nH]c3ccccc23)Cc2cccnc2)cc1	7.9%	?	-25.0%
CC(=O)Nc1ccc(NS(=O)(=O)c2ccc(Cl)s2)cc1	0.0%&1.8%	-1.9%&-26.3%	?
O=C(CCC(=O)c1ccccc1)NCCc1c[nH]c2ccccc12	8.9%	2.7%	-1.3%
CCNc1ccc(C(=O)Nc2ccc3nc(C)sc3c2)cc1[N+](=O)[O-]	-2.7%	0.1%	5.1%
Cc1cccc(C(=O)NNC(=O)c2ccc(O)cc2)c1	2.6%	6.5%	1.7%
CCOC(=O)C1CCCN(S(=O)(=O)c2c(C)c(C)cc(C)c2C)C1 (stereo not given)	0.0%	-20.7%	-28.1%
CCCN(CCC)CCCNC(=O)c1ccc2c(c1)N(CC)C(=O)c1ccccc1S2=O (stereo not given)	5.8%	-3.8%	-13.8%
Cc1noc(C)c1S(=O)(=O)N1CCC(Cc2ccccc2)CC1	-7.8%	?	?
Cc1ccc(C)c(Nc2cc(C(=O)NC3CCCCC3)c3ccccc3n2)c1	0.0%	-23.6%	-29.2%
O=c1cc(CO)oc(CN2CCN(c3ccccc3)CC2)c1O	2.8%	-2.9%	1.4%
NC(=O)C1CCN(C(=O)c2ccc(NS(=O)(=O)/C=C/c3ccccc3)cc2)CC1	/	-0.3%	-23.2%
CCOc1ccc(S(=O)(=O)N2CCCC(C(=O)NCc3cccnc3)C2)cc1C (stereo not given)	6.5%	?	25.9µM*
COc1ccc(/C=C/C(=O)N(c2ccccn2)C2CCCCC2)cc1OC	0.0%	23.1µM*	?
CCCCCn1cnnc1SCC(=O)c1ccc2c(c1)OCO2	-0.1%	-23.4%	?
COc1cc(/C=N/Nc2nc3c(c(=O)n(C)c(=O)n3C)n2Cc2ccccc2)ccc1OC(=O)c1ccco1	3.0%	5.8µM*	5.17µM*
COc1ccc(C)cc1S(=O)(=O)N(CC(=O)N1CCCC1)c1ccccc1	6.8%	6.9%	-4.4%
O=C1c2nc3cc(-c4ccccc4)[nH]n3c(=O)c2CN1Cc1ccccc1	/	5.9%	-3.2%
O=C1CC/C=C\C[C@@H](CC(=O)N(CCO)Cc2ccccc2)C(=O)NCCO1	-2.0%	-7.7%	-11.5%
O=C(c1ccccc1)c1nn(-c2cccc(Cl)c2)c2nc(-c3ccccc3)cc(=O)n12	3.4%	-30.0%	?
Cc1cc(NCCCn2ccnc2)n2nc(-c3ccc(F)cc3)cc2n1	10.5%	-18.6%	-24.9%
Cc1cccc(CCN(CC(=O)NC(C)(C)C)C(=O)c2csnn2)c1	1.2%	10.8%	-5.2%
CC(Oc1ccccc1)C(=O)Nc1ccc(S(=O)(=O)N2CCCC2)cc1 (stereo not given)	/	-14.3%	?
Cc1nc(N2CCN(Cc3ccccc3)CC2)nc2c1C(=O)CCC2	-1.1%	23.1µM*	16.4µM*
COc1ccc(C(=O)O/N=C(/C)c2cccs2)cc1	0.9%	-2.9%	-17.7%
CCCc1[nH]nc2c1C(c1ccc(OC(=O)c3ccco3)cc1)C(C#N)=C(N)O2 (stereo not given)	4.2%	0.9%	?
CCn1ccc2cc(S(=O)(=O)N3CCC(C(=O)NCCc4ccc(C)cc4)CC3)ccc21	6.5%	?	?
CCOC(=O)c1cccc(NC(=O)CSc2nc3ccccc3c(=O)n2CCOC)c1	-1.0%	?	20.6µM*
O=[N+]([O-])c1ccc(C2CCCC/C2=N/OCc2ccccc2F)c([N+](=O)[O-])c1 (stereo not given)	9.9%	?	?
Cc1c(CC(=O)NCC(=O)NCC(=O)O)c(=O)oc2c(C)c3oc4c(c3cc12)CCCC4	/	1.5%	7.0%

Of the compounds above, 5 have a furan ring, fused or not.
SMILES	TDP1 block	TDP1 cell CPT	TDP1 cell noCPT
COC(=O)c1c(NC(=O)c2ccco2)sc(C(=O)N2CCCC2)c1C	0.0%	-8.4%	-25.9%
COc1cc(NC(=O)c2cccs2)c(C(=O)OCC(=O)NCc2ccco2)cc1OC	/	-21.3%	?
COc1cc(/C=N/Nc2nc3c(c(=O)n(C)c(=O)n3C)n2Cc2ccccc2)ccc1OC(=O)c1ccco1	3.0%	5.8µM*	5.17µM*
CCCc1[nH]nc2c1C(c1ccc(OC(=O)c3ccco3)cc1)C(C#N)=C(N)O2 (stereo not given)	4.2%	0.9%	?
Cc1c(CC(=O)NCC(=O)NCC(=O)O)c(=O)oc2c(C)c3oc4c(c3cc12)CCCC4	/	1.5%	7.0%

Other results:
SMILES	TDP1 block	TDP1 cell CPT	TDP1 cell noCPT
COc1cc2c(cc1OC)C(C(=O)N1CCCC1)C(c1ccccc1F)N(C)C2=O (stereo not given)	5.2%	0.9%	-2.3%
Cc1ccc(NC(=O)N2CCC(NC(=O)c3ccccc3C)CC2)cc1	-1.1%	-16.2%	-20.0%
CCOc1cccc(-c2c(C(=O)N/N=C/c3ccncc3)nnn2-c2nonc2N)c1	-0.1%	-20.7%	4.6%
Cc1ccc(N(C(=O)CCC(=O)Nc2cc(C)on2)C(C(=O)NC2CCCC2)c2ccncc2)cc1 (stereo not given)	2.0%	-3.6%	8.8%
COc1ccc(OCCCN(C)Cc2ccccc2)cc1	/	?	?
COc1ccc(C(C(=O)NC(C)(C)C)N(C(=O)CCC(=O)Nc2cc(C)on2)c2ccccc2F)cc1 (stereo not given)	3.3%	-16.4%	?
Cc1cc2oc(=O)cc(CN3CCN(Cc4ccccc4)CC3)c2cc1O	/	8.2µM*	7.31µM*
CCN1CNC(=S)N(C(C)c2ccccc2)C1 (stereo not given)	0.6%	-20.1%	-22.0%
Cc1nn(Cc2c(Cl)cccc2Cl)c(C)c1NC(=O)/C=C/c1cnn(C)c1C	0.5%	?	?

Some of the entries above, set out differently:
Second line of a record – TDP1 block	TDP1 cell CPT	TDP1 cell noCPT
CCN(CCNC(=O)c1ccc(CSc2nc3ccncc3[nH]2)cc1)c1ccccc1
 : 0.0%	-1.4%	-9.5%
CC1CCC2(CC1)NC(=O)N(CC(=O)Nc1cccc(C#N)c1)C2=O (stereo not given)
 : 2.4%	-16.9%	2.4%
O=C1C=CC(=O)N1Cc1ccccc1
 : /	1.03µM*	2.31µM*
